esBAF inh = Bmi1 luciferase reporter increase in mESCs, primary screen, esBAF inhibitor project, mouse ES cells, Bmi1 luciferase knock-in, single point; 24 h; 100% = twice the neutral-well signal; reporter increase, % at 12.5 µM; actives 2% (n = 350,000); in the data active = activation above about 40%;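 note: 0% = median of the plate's neutral control wells and 100% = double that signal; a rise in the Bmi1 reporter signal indicates esBAF inhibition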
RAD52 anneal inh = RAD52 DNA annealing inhibitors, primary screen, biochemical, FRET, single point, set 2; inhibition, % at 18.7 µM; actives 0.46% (n = 360,000); recombinant RAD52 DNA annealing, FRET fluorescence; AID 651710, 2012; DNA repair protein RAD52 homolog (Homo sapiens), P43351;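 active = every replicate showing at least 50% inhibition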
FN deposition inh = inhibitors of fibronectin matrix deposition, primary screen, AH1F cells, Alexa488-fibronectin fluorescence, plate reader; AH1F fibroblasts, overnight; inhibition, % at 12.6 µM; actives 0.086% (n = 350,000);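 active = mean inhibition across replicates of 30% or more, regardless of how many single replicates reach that level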;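 note: positive control wells lacked labelled fibronectin entirely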
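material = AH1F fibroblast monolayer depositing Alexa488-labelled fibronectin into matrix | amount = 10000 AH1F cells/well | buffer or medium = DMEM plus 2% serum, read in PBS | incubation = 1 h cell adhesion before compound, then overnight fibronectin incubation | detection = fluorescence at 485 nm excitation, 525 nm emission | evaluation = percent inhibition as loss of matrix-bound fibronectin fluorescence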
E-selectin induc = E-selectin induction in HUVECs, primary screen, imaging, HUVEC, immunofluorescence imaging, single point. actives 0.37% (n = 260,000). activation, % at 7.58 µM. AID 686992, 2013. normalized: neutral wells 0, TNF-alpha wells 100;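 active = mean E-selectin-positive cell signal at least 10% of the positive control, reached in at least 60% of replicates, without over 20% cell loss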;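 note: in these data hits start at about 27%; measured in HUVEC primary endothelial cells; signal is the percent of cells scored E-selectin positive by PE staining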
Target sequence (P16581 whole entry, looked up): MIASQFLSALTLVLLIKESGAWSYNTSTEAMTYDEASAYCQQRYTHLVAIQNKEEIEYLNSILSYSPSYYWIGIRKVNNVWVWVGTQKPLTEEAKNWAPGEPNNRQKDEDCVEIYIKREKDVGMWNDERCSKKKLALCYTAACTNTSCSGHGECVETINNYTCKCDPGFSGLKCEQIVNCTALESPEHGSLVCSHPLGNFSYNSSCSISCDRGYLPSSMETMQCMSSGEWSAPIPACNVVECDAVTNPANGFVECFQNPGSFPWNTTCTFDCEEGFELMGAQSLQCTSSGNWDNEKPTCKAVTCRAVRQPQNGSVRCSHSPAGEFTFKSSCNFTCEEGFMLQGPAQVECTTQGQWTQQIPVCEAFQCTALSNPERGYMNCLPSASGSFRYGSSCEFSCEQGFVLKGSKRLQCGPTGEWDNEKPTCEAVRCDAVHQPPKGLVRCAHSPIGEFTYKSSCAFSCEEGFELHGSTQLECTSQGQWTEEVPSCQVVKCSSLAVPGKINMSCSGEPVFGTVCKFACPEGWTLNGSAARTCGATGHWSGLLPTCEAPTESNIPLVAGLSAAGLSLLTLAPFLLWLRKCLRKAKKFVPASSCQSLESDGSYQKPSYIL
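material = human umbilical vein endothelial cells (HUVEC), E-selectin induction | quantity = 3,000 cells/well | medium = EGM-2 growth medium on 0.1% gelatin-coated wells | technique = immunofluorescence imaging | read-out basis = % PE-positive cells | control set = TNF-alpha positive control, DMSO neutral control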
XiGFP reactiv = activators of inactive X chromosome reactivation, primary screen, imaging, XiGFP fibroblasts, GFP high-content imaging, set 2. AID 743238, 2013. activation, % at 7.58 µM. XiGFP mouse fibroblasts, % GFP-positive cells imaging, 3 d; cells co-treated with 5-aza-dC sensitizer; scaled so ellipticine positive control = 100%. actives 0.055% (n = 360,000);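 active = mean normalized replicate activation at least 10% and every replicate at or above 10%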;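 note: 0% = median of on-plate neutral control wells and 100% = ellipticine 6 µM median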
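Schedule: 3 d treatment, 15 min room-temperature fixation; system: 68-5-11 XiGFP fibroblast line; buffer or medium: DMEM plus 5-aza-dC sensitizer; control set: ellipticine 6 µM positive control; compound: one concentration, pinned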
EWS-Fli inh = EWS/Fli-driven NR0B1 reporter inhibitors, primary screen, A673 cells, NR0B1 luciferase, luminescence, MLPCN library; viability-normalised; inhibition, % at 12.6 µM; actives 0.67% (n = 350,000); AID 651661, 2012;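 active = mean inhibition of at least 50% after viability correction, with every replicate also passing that limit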;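 note: firefly luciferase signal divided by Alamar Blue viability fluorescence both relative to DMSO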
RAD54 inh = inhibitors of human RAD54 branch migration, primary screen, biochemical, fluorescence, single point | DNA repair and recombination protein RAD54-like (Homo sapiens), Q92698 | RAD54 Holliday junction branch migration, FAM/BHQ fluorescence | inhibition, % at 10.4 µM | actives 0.14% (n = 360,000);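 active = mean normalized replicate activity at least 40 and at least half of replicates scoring 40 or more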;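 note: 0% = median of neutral control wells and 100% = median of positive control wells; inhibitors cause a drop in the FAM fluorescence signal; in these data hits start at about 50%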
S100A4 MyoIIA = inhibitors of S100A4-myosin IIA peptide binding, primary screen, biochemical, fluorescence polarization, TAMRA-MyoIIA peptide | Protein S100-A4 (Homo sapiens), P26447 | inhibition, % at 10.7 µM | actives 0.14% (n = 360,000) | AID 652163, 2013;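 active = mean inhibition of at least 70% across replicates, with every replicate also reaching that level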
Target sequence (P26447 whole entry, looked up): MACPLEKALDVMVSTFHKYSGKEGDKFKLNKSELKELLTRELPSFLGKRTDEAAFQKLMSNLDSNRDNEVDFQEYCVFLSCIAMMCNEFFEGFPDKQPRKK
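Material: S100A4 monomer (human). Medium: Calcium-containing HEPES buffer, pH 7.2. Probe or stimulus: labelled myosin peptide probe, 5 nM. Compound dosing: one concentration per compound. Timing: polarization read 5 min after assay mix addition, stable 5–60 min. Benchmarks: DMSO as neutral control, TFP as positive control.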
* hit, by the source's call; . = no result given.

SMILES | esBAF inh | RAD52 anneal inh | FN deposition inh | E-selectin induc | XiGFP reactiv | EWS-Fli inh | RAD54 inh | S100A4 MyoIIA
O=C(Cc1csc(-c2ccc(F)cc2)n1)Nc1cccc(S(=O)(=O)NC2=NCCC2)c1 | -2 | -31 | -4 | . | 0.2 | -11 | -10 | -6
COc1cc(C(=O)NC(C)C2CC3CCC2C3)cc(OC)c1OC (stereo unspecified) | -2 | 3 | -3 | 1.2 | 0.0 | 7 | 5 | -2
CC(C)CN(C(=O)CCC(=O)OCC(=O)c1ccc(F)c(F)c1)c1c(N)n(CC(C)C)c(=O)[nH]c1=O | . | -18 | 1 | . | 0.3 | 9 | 5 | -4
Cc1ccc(CSc2nnc(SCC(=O)N/N=C/c3c[nH]c4ccccc34)s2)cc1 | -24 | -3 | . | . | 0.0 | 21 | 0 | 1
C[C@@H](NC(=O)C[C@@H]1CC[C@H](NS(=O)(=O)c2cccc(F)c2)[C@H](CO)O1)c1ccccc1 | 1 | 16 | 12 | -0.4 | -0.4 | . | 8 | -41
CC1(c2nnc(-c3ccccc3)o2)CC(c2ccc(Cl)cc2)=NO1 (stereo unspecified) | 1 | -10 | 3 | 0.0 | 0.0 | -20 | -9 | 1
Cc1noc(C)c1S(=O)(=O)Nc1ccc2c(c1)C(=O)N([C@@H](C)CO)C[C@@H](C)[C@H](CN(C)Cc1ccc(Oc3ccccc3)cc1)O2 | 1 | 10 | . | -1.9 | 0.0 | 14 | 0 | -9
COc1ccc(CN2CCNC(=O)C2CC(=O)NC2CCCCCCC2)cc1C (stereo unspecified) | -2 | -32 | -5 | . | 0.1 | . | 5 | -3
COC(=O)C(c1ccccc1)N(Cc1cccc(CN(C(C(=O)OC)c2ccccc2)S(C)(=O)=O)c1)S(C)(=O)=O (stereo unspecified) | -4 | -33 | -1 | . | 0.0 | -5 | 10 | -2
CCOc1ccc(C2NC(=O)NC(c3ccccc3)=C2C(C)=O)cc1OC (stereo unspecified) | -4 | -1 | 2 | 0.2 | 0.0 | -5 | -1 | -9
C[C@@H]1CCCCO[C@@H](CN(C)Cc2ccc(Cl)c(Cl)c2)[C@@H](C)CN([C@H](C)CO)C(=O)c2cc(NC(=O)Nc3cccc4ccccc34)ccc2O1 | -9 | 19 | . | -0.2 | -0.9 | -9 | -6 | -2
CC(C)(C)C(=O)C[n+]1ccc(C(N)=O)cc1 | -6 | -4 | -5 | 2.0 | 0.0 | -3 | -9 | 2
COc1cc(OC)cc(C(=O)NCC(=O)N2CCCCCCC2)c1 | -2 | -2 | 3 | -0.4 | 0.1 | 6 | 6 | -15
CCCCC(=O)NS(=O)(=O)c1ccc(N=NN2CCOCC2)cc1 | . | 19 | -5 | . | 0.1 | 0 | 4 | 0
CC(=O)Nc1cccc(Nc2cnccn2)c1 | 18 | -5 | -9 | -0.1 | 0.1 | -28 | 8 | -5
CCCC(=O)Nc1cc(C)c2c(=O)oc3ccccc3c2n1 | 9 | -25 | -6 | 0.1 | 0.2 | -37 | 3 | -2
COc1ccccc1S(=O)(=O)N[C@@H]1C=C[C@H](CC(=O)NCc2cccc(F)c2)O[C@@H]1CO | 4 | -7 | -4 | 0.0 | 0.1 | -2 | -15 | 9
CCOc1cc(C(=O)Nc2cccc(C(C)=O)c2)ccc1OCC(=O)N1CCCCC1 | . | -4 | 2 | . | 0.0 | -1 | . | -1
CC1(C)C(=O)C2(CCCCC2)C(=O)OC1c1cccc([N+](=O)[O-])c1 (stereo unspecified) | 2 | -19 | -10 | . | -0.1 | 11 | 1 | 0
O=C(NCc1cn(-c2ccccc2)nc1-c1ccccc1)c1cccc([N+](=O)[O-])c1 | 1 | -1 | 4 | . | 0.0 | -10 | -3 | 0
Cc1ccc(C)c(C(=O)CCC(=O)OCn2nnc3ccccc3c2=O)c1 | -4 | -6 | -7 | . | 0.3 | -2 | -4 | 5
COc1ccc(S(=O)(=O)N2CCCCCC2)cc1C(=O)N(C)Cc1ccc(C(C)(C)C)cc1 | -4 | -3 | -10 | 1.5 | 0.2 | 19 | -7 | 4
CCc1ccccc1NC(=O)CN(C)S(=O)(=O)c1ccc2c(c1)c(=O)n(C)c(=O)n2C | -2 | 6 | -5 | -1.2 | -0.1 | 0 | -14 | -1
CCc1nnc(NC(=O)CSc2nnc3c(C)cc4c(C)ccc(C)c4n23)s1 | . | -11 | -1 | . | 0.1 | 33 | . | -1
Cc1ccc(S(=O)(=O)N(C)C[C@H]2OCCCC[C@@H](C)Oc3ccc(NC(=O)Cc4ccccc4)cc3C(=O)N([C@@H](C)CO)C[C@@H]2C)cc1 | 0 | 8 | -3 | . | 0.1 | 5 | 1 | -4

Additional entries
SMILES | esBAF inh | RAD52 anneal inh | FN deposition inh | E-selectin induc | XiGFP reactiv | EWS-Fli inh | RAD54 inh | S100A4 MyoIIA
COCCNC(=S)Nc1ccc(S(=O)(=O)Nc2ncccn2)cc1 | . | 0 | 12 | . | -0.1 | 3 | . | -2
COc1cccc(CNC(=O)c2ccccc2NC(=O)C2=C(C)OCCS2)c1 | 1 | -1 | 6 | . | 0.1 | . | -2 | -2
Cc1nc(N)nc(N)c1-c1ccc([N+](=O)[O-])cc1 | . | -45 | . | -0.4 | 0.0 | 5 | . | -3
Cc1cccc(C(=O)Nc2cccc(C(=O)N/N=C/c3ccccn3)c2)c1 | 4 | -11 | -3 | 0.2 | 0.2 | 2 | 2 | 2
O=C(Nc1cccc(S(=O)(=O)N2CCCCC2)c1)c1ccc([N+](=O)[O-])o1 | 20 | -9 | 4 | . | -0.1 | 42 | 1 | -1
Cc1ccc(NC(=O)C(C)Sc2nnc3ccccn23)cc1 (stereo unspecified) | 15 | 0 | -1 | -0.8 | 0.0 | -12 | -1 | -4
Cc1onc(-c2c(Cl)cccc2Cl)c1C(=O)Nc1ccc(C(N)=O)cc1 | -4 | -10 | -6 | . | -0.1 | -3 | -3 | 3
O=C(NCc1ccccc1)[C@H]1N[C@H]2c3ccc(-c4ccccc4)c(=O)n3C[C@H]2[C@@H]1CO | -6 | -2 | . | 0.2 | 0.1 | 4 | -4 | 0
O=C(C[C@H]1C[C@H]2c3cc(NS(=O)(=O)c4ccc(F)cc4)ccc3O[C@H]2[C@H](CO)O1)NCCN1CCCCC1 | 10 | 9 | -3 | 0.1 | 0.2 | -3 | 0 | 14
Cc1noc(C)c1NC(=O)Nc1ccc2c(c1)C(=O)N([C@@H](C)CO)C[C@H](C)[C@H](CN(C)S(=O)(=O)c1ccccc1)OCCCC[C@@H](C)O2 | 0 | 9 | 5 | -0.1 | 0.0 | 1 | -8 | -3
Cc1onc(-c2c(Cl)cccc2Cl)c1C(=O)NN1CCCCCC1 | . | -7 | 2 | -0.2 | 0.0 | 3 | -7 | 0
COc1ccc(Oc2nc3ccccc3n(C)c2=O)cc1 | -3 | -4 | 3 | . | . | . | -2 | -5
Cc1ccc(OCC(=O)N2c3ccccc3CC2C)c([N+](=O)[O-])n1 (stereo unspecified) | 11 | -4 | 2 | 2.7 | 0.1 | 3 | . | -3
COc1ccc(NC2CCCN(C(=O)c3cn(C)c4ccccc34)C2)cc1 (stereo unspecified) | 7 | -2 | -6 | . | 0.0 | 10 | -8 | -2
Cc1ccc(NC(=O)c2ccc(S(=O)(=O)N(C)c3ccccc3)cc2)cc1S(=O)(=O)N1CCOCC1 | -16 | -9 | 3 | -1.7 | 0.0 | 27 | -19 | -1
COc1ccccc1NS(=O)(=O)c1ccc2[nH]c(=O)[nH]c2c1 | 2 | -8 | -1 | 0.3 | 0.0 | -1 | 1 | -9
CCNC(=O)C[C@@H]1CC[C@@H](NS(=O)(=O)c2ccc(C)cc2)[C@@H](CO)O1 | 5 | 17 | . | -0.1 | 0.4 | 6 | 5 | 2
CC(=O)N(C)C[C@H]1Oc2cc(C#C[C@@H](C)O)ccc2S(=O)(=O)N([C@H](C)CO)C[C@@H]1C | -1 | 2 | . | 0.2 | 0.0 | -10 | -7 | -3
O=[N+]([O-])c1ccc(Cl)c(NC(=S)N2CCCC2)c1 | 52* | -11 | 1 | 0.1 | 0.1 | -54 | 13 | 1
CCOC(=O)Cn1cnc2c(nnn2-c2cccc(Cl)c2)c1=O | 0 | -16 | 4 | 0.2 | 0.2 | -3 | -11 | 0
Cc1noc(NS(=O)(=O)c2ccc(NC(=O)CSc3nc4c(cc3C#N)CCCC4)cc2)c1C | 4 | -23 | 0 | . | 0.0 | -4 | -2 | 5
Cc1ccc(-c2nc(S(=O)(=O)c3ccc(C)cc3)c(SCC(=O)NCC3CCCO3)o2)cc1 (stereo unspecified) | -3 | -11 | -10 | . | 0.0 | -1 | -6 | -2
CC(=O)Nc1ccc(NC(=O)c2nc(S(=O)(=O)Cc3cccc(C)c3)ncc2Cl)cc1 | -18 | -13 | 18 | . | 2.4 | 61* | 0 | 0
CC(C)(c1ccccc1)c1ccc(OCC2CO2)cc1 (stereo unspecified) | -3 | -11 | -6 | . | 0.2 | -1 | -18 | 4
CCNS(=O)(=O)c1ccc(C(=O)OCC(=O)N2CCCc3ccccc32)cc1 | 3 | -7 | 4 | . | 0.1 | 1 | -3 | -1
CCC1(c2ccccc2)NC(=O)N(CC(=O)NCc2ccccc2OC)C1=O (stereo unspecified) | -5 | -4 | 5 | . | 0.0 | 3 | -4 | 1

Arranged by value in esBAF inh (ascending): 5 from the list above.
smiles	esBAF inh
CC(=O)Nc1ccc(NC(=O)c2nc(S(=O)(=O)Cc3cccc(C)c3)ncc2Cl)cc1	-18
CCOc1ccc(C2NC(=O)NC(c3ccccc3)=C2C(C)=O)cc1OC (stereo unspecified)	-4
COc1cc(C(=O)NC(C)C2CC3CCC2C3)cc(OC)c1OC (stereo unspecified)	-2
Cc1cccc(C(=O)Nc2cccc(C(=O)N/N=C/c3ccccn3)c2)c1	4
COc1ccc(NC2CCCN(C(=O)c3cn(C)c4ccccc34)C2)cc1 (stereo unspecified)	7

Copied from the list:
For FN deposition inh, COc1ccc(S(=O)(=O)N2CCCCCC2)cc1C(=O)N(C)Cc1ccc(C(C)(C)C)cc1 is entered as -10
For EWS-Fli inh, Cc1noc(C)c1NC(=O)Nc1ccc2c(c1)C(=O)N([C@@H](C)CO)C[C@H](C)[C@H](CN(C)S(=O)(=O)c1ccccc1)OCCCC[C@@H](C)O2 is entered as 1
